High-throughput results (PubChem)
LAP4-GFP MLPCN = modulators of LAP4-GFP expression in yeast, primary screen, S. cerevisiae, multiplex flow cytometry, MLPCN library. 3 h; median GFP as percent of DMSO wells. GFP response vs DMSO, % at 10 µM. 0.34% of 320,000 active;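 active = GFP response vs DMSO above a set limit, about the screen mean plus 3 SD, cut at about 150% in these data; inconclusive = under 70 cell events counted for the yeast strain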
Yeast superoxide = reduction of superoxide in aged yeast, primary screen, HTS; 0.18% of 330,000 active; superoxide response (% of plate mean), % at 10 µM; S. cerevisiae aged cells, superoxide DHE fluorescence; hits give low values;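 active = superoxide response under a set limit, about three screen SD below normal, cut at about 65% in these data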;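 also: yeast aged for seven days with compound at 30 °C before DHE staining; 100% = average MFI of all compound-treated wells on the plate with controls excluded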
CIT2-GFP yeast = modulators of CIT2-GFP expression in yeast, primary screen, S. cerevisiae, GFP fusion, multiplex flow cytometry, MLPCN library; GFP response vs DMSO, % at 10 µM; 0.065% of 320,000 active; S. cerevisiae CIT2-GFP strain, 3 h; 100 means same as DMSO wells;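 active = GFP response relative to DMSO above a set limit, near the screen mean plus 3 SD, cut at about 150% in these data; inconclusive = Fewer than 70 cells measured for a yeast strain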;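 also: ratio of well median GFP fluorescence to mean of DMSO wells on the plate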
VLA-4 inh = inhibition in human VLA-4 binding assay, primary screen, VLA-4 allosteric modulator project, MLPCN library, flow cytometry, VLA-4 expressing cells; Integrin alpha-4 (Homo sapiens), P13612; ligand binding flow cytometry; inhibition, % (about 7 µM as worked out from the volumes in the protocol); 0.2% of 330,000 active; in the data active = inhibition above about 50%
Target sequence (P13612 whole entry, looked up): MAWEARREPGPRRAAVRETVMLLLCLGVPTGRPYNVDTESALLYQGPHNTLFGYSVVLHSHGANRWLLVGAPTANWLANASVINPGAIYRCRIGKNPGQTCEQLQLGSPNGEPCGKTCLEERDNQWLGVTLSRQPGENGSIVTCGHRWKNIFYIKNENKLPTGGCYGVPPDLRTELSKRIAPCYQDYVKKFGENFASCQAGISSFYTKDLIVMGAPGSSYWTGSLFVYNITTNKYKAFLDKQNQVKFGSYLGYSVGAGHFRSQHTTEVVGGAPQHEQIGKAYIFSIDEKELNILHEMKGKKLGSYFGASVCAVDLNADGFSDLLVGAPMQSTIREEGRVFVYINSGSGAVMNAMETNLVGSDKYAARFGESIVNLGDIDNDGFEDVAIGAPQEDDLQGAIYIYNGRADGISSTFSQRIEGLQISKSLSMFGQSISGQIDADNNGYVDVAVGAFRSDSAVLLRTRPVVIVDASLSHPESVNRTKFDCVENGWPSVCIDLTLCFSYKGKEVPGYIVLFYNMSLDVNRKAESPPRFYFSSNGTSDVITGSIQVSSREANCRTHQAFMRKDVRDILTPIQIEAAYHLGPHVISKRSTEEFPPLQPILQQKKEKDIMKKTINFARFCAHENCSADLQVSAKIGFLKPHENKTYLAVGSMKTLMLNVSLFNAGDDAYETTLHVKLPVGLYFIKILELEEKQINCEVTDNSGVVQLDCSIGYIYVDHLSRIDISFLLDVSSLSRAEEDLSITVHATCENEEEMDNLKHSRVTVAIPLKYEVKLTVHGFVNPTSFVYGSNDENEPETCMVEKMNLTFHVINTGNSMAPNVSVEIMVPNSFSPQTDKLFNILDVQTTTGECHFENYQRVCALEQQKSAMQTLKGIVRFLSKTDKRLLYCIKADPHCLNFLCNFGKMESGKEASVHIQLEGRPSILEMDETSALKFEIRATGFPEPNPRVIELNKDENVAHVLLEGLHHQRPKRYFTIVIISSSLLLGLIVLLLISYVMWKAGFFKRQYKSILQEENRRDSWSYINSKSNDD
AGP1-GFP MLPCN = modulators of AGP1-GFP expression in yeast TOR pathway, primary screen, cell-based, multiplex flow cytometry, S. cerevisiae, MLPCN library | GFP response vs DMSO, % at 10 µM | AID 2066, 2009 | 3 h; GFP as percent of DMSO wells | 0.02% of 320,000 active;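 active = GFP response relative to DMSO above a set limit, near screen average plus 3 SD, cut at about 150% in these data; inconclusive = fewer than 70 cells counted for the yeast strain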;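 also: median GFP channel fluorescence of the gated AGP1 strain per well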
GRK2 inh = compounds blocking aptamer binding on GRK2 – biochemical, human GRK2, bead flow cytometry, HTS, primary screen; FAM-aptamer displacement from GRK2; inhibition of aptamer binding, % at 10 µM; 0.59% of 330,000 active;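 active = inhibition of aptamer binding above 40%, roughly 3 SD of noise, on plates passing a quality check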;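 also: median bead fluorescence of bound FAM aptamer so fluorescent compounds give negative values; no value below 0 was filed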
MEP2-GFP yeast = modulators of MEP2-GFP levels in yeast, primary screen, S. cerevisiae, multiplex flow cytometry, MLPCN library; GFP response vs DMSO, % at 10 µM; 0.51% of 330,000 active; S. cerevisiae MEP2-GFP strain, 3 h; 100% = DMSO control level;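 active = GFP response versus DMSO above a set limit, roughly screen mean plus 3 SD, cut at about 180% in these data; inconclusive = fewer than 70 cells counted for a yeast strain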;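 also: median GFP fluorescence of the barcode-gated MEP2-GFP cells per well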
RPL19A-GFP yeast = RPL19A-GFP expression modulators in yeast, primary screen, cell-based, S. cerevisiae, multiplex flow cytometry, MLPCN. S. cerevisiae RPL19A-GFP strain, 3 h; hits give low values. percent response vs DMSO, % at 10 µM. 0.3% of 330,000 active;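 active = percent response vs DMSO below 50%; inconclusive = fewer than 70 events counted for the yeast strain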;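 also: median channel GFP fluorescence of the barcoded RPL19A-GFP strain; ratio of sample median GFP to plate DMSO average so 100% = DMSO; lower means less RPL19A-GFP as with rapamycin TOR inhibition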
An asterisk follows results filed as active; u = inconclusive; x = not tested or not shown; [ ] = dose if it differs, or a comment. An unsorted share of the library; overall some 1.7% were active at least once.

No.	SMILES	GRK2 inh	CIT2-GFP yeast	LAP4-GFP MLPCN	VLA-4 inh	AGP1-GFP MLPCN	Yeast superoxide	RPL19A-GFP yeast	MEP2-GFP yeast
1	COc1ccc(CN2CCCC(CO)(Cc3cccc(Cl)c3)C2)cc1OC (stereo not drawn)	0	97	90	-1	97	70	98	95
2	COc1cc([C@@H]2c3cc4c(cc3[C@H](O)[C@H]3COC(=O)[C@H]23)OCO4)cc(OC)c1OC	4	81	98	24	83	104	96	89
3	COc1ccc(OCC(=O)Nc2c3c(nn2C(C)(C)C)CS(=O)(=O)C3)cc1	0	112	78	13	107	119	108	103
4	Cc1ccc(-c2oc3ccccc3c(=O)c2OCC(=O)O)cc1	2	89	104	-2	95	105	94	96
5	CCN1C(=O)[C@H]2[C@@H](c3ccc(-c4ccc(Cl)c(Cl)c4)c(OC)c3)N[C@@](Cc3ccccc3)(C(=O)OC)[C@H]2C1=O	4	93	131	14	86	104	99	104
6	C=CCN1C(=O)C2(OCCCO2)c2ccccc21	2	95	107	13	129	98	95	122
7	COc1ccc(NC(=O)c2ccc(NC(=O)C3CC3)cc2)cc1	0	101	74	-6	98	80	112	104
8	COC(=O)c1c(NC(=O)c2cccc([N+](=O)[O-])c2)sc(C(N)=O)c1C	9	104	96	-4	99	88	106	110
9	O=C(CN1C(=O)CCOc2ccccc21)Nc1cccc(S(=O)(=O)N2CCOCC2)c1	0	114	120	10	120	93	114	118
10	Oc1ccccc1NCC(O)Cn1ccc2ccccc21 (stereo not drawn)	0	106	94	-294	106	93	103	107
11	COc1ccccc1CNS(=O)(=O)c1cc(CN2C(=O)c3cccnc3C2=O)ccc1OC	1	103	98	7	103	85	98	102
12	CCOC(=O)c1[nH]c2c(c1C)C(=O)CC(c1ccc(N(C)C)cc1)C2 (stereo not drawn)	2	101	98	-7	99	101	99	104
13	Cc1nn(-c2ccc(N3CCCCC3)nn2)c(C)c1CCC(=O)Nc1ccc(F)cc1	1	98	101	-21	98	91	96	95
14	O=C(NCc1ccco1)c1ccccc1-c1nc(-c2ccccc2)no1	1	84	111	18	98	103	98	111
15	CCOC(=O)c1ccc(NS(=O)C23CC4CC(CC(C4)C2)C3)cc1 (stereo not drawn)	1	87	99	1	87	91	91	95
16	CC(=O)Nc1ccc(NC(=O)COc2c(C)cc(Br)cc2C)cc1	6	87	98	28	88	99	87	89
17	O=C(CSc1nnc(C2CC2)n1-c1ccccc1)NCCN1C(=O)CSC1=O	2	100	102	2	104	96	96	97
18	C=CCN1C(=O)C(CC(=O)O)SC1=Nc1ccc(C(=O)O)cc1 (stereo not drawn)	0	91	85	-1	90	103	94	91
19	CN1C(=O)C(C)(C)c2cc(S(=O)(=O)N3CCC(C(=O)NCc4ccc(F)cc4)CC3)ccc21	0	99	105	-13	103	113	101	106
20	O=C(C1=C(O)C(=O)N(CCN2CCOCC2)C1c1cccc(Br)c1)c1cc2ccccc2o1 (stereo not drawn)	0	86	103	-2	98	86	96	101
21	O=C(Nc1ccccc1)N(CCc1nc2ccccc2[nH]1)C1CCCC1	0	86	90	-4	91	113	93	90
22	O=C(c1cc(-c2ccccc2)n[nH]1)N1CCN(S(=O)(=O)c2ccccc2)CC1	1	96	104	4	96	106	96	105
23	O=C(NC(=S)Nc1cccc([N+](=O)[O-])c1)c1ccccc1	4	91	119	21	109	102	91	96
24	O=C(c1cccs1)N1CCN(S(=O)(=O)Cc2ccccc2)CC1	0	103	106	-10	107	110	109	103
25	COc1cccc(C(=O)NNC(=O)c2cccc(F)c2)c1	0	99	82	-2	93	91	92	94
26	CC(C)(C)n1nnnc1CN(Cc1ccco1)Cc1cc2cc3c(cc2[nH]c1=O)OCO3	6	93	87	15	90	110	96	89
27	CCCCN(C)C(=O)CCC(=O)NNc1nc2ccccc2c2nc(C)nn12	1	110	100	6	104	97	101	103
28	CC(C)=CC(=O)Nc1nnc(C)s1	0	97	92	-3	92	95	90	93
29	COc1ccccc1C(=O)Nc1ccccc1N1CCN(C(=O)c2ccc(Cl)cc2)CC1	0	92	108	0	104	102	99	104
30	COc1ccc2c(c1)cc1n2CCN=C1N	0	x	87	5	92	87	94	93
31	CCc1nnc(NC(=O)c2cc([N+](=O)[O-])ccc2N2CCOCC2)s1	0	92	100	-3	101	103	97	104
32	CC(=O)Nc1ccc(/C=N/OCC(=O)Nc2ccc(C)cc2)cc1	0	110	104	-2	103	108	108	104
33	CC(C)C(OC(=O)c1cc2occc2n1C)C(=O)NCc1ccc2c(c1)OCO2 (stereo not drawn)	1	95	102	8	104	84	96	109
34	Nc1nnc(SCc2ccccc2F)s1	1	103	106	4	108	84	100	101
35	CCCn1c(SCC(=O)Nc2ccccc2-c2ccccc2)nnc1-c1ccoc1C	2	100	100	4	101	105	98	104
36	O=C(Nc1nc2ccccc2s1)C1CC(=O)N(c2ccc(F)cc2)C1 (stereo not drawn)	0	x	94	19	103	108	104	103
37	Cc1ccc(NC(=O)c2ccc([N+](=O)[O-])cc2Cl)nc1	2	104	86	30	103	87	102	99
38	CN(CCNC(=O)CN1C(=O)CSc2ccc(S(=O)(=O)N3CCCC3)cc21)Cc1ccccc1	0	97	93	17	95	110	99	95
39	Cc1cc(C)c2nc(C)cc(Nc3ccc(C(=O)N(C)C)cc3)c2c1	0	113	144	-7	125	79	108	103
40	Cc1c(-c2ccccc2)nc2ccccc2c1C(=O)O	0	106	101	-4	106	92	100	105
41	COc1cc(/C=C2/C(=N)N3C(=NC2=O)SN=C3S(=O)(=O)C(C)C)ccc1OC(=O)c1ccco1	4	103	82	13	104	83	103	91
42	CCCN(CC(=O)Nc1ccccc1C)C(=O)Cc1cccs1	0	93	102	7	100	113	98	105
43	Cc1cccc(C(=O)Nc2ccc(O)cc2C(=O)O)c1	1	105	99	9	100	111	104	107
44	O=c1cc(O)c2sc3nc(-c4cccnc4)cc(C(F)(F)F)c3c2[nH]1	9	97	91	-14	94	101	99	95
45	CC(=O)Nc1ccc(S(=O)(=O)N2CCC(c3nc4ccc(C)cc4[nH]3)CC2)cc1	0	102	101	1	102	107	98	102
46	CCCn1nc2cc(C(=O)NCc3ccc(OC)cc3)ccc2c1OCC	1	82	87	6	75	104	95	90
47	COc1ccc(OC)c(C(=O)NC(CC(N)=O)c2ccc(NCCN3CCOCC3)c([N+](=O)[O-])c2)c1 (stereo not drawn)	0	97	90	36	98	98	98	102
48	CCOC(=O)C(=Cc1ccc(OCc2ccc([N+](=O)[O-])cc2)c(OC)c1)C(=O)OCC	4	u	u	12	x	107	u	u
49	O=C(Nc1cccc(C(F)(F)F)c1)N(Cc1ccc(Cl)cc1)CC(O)C(F)(F)F (stereo not drawn)	1	103	94	-7	95	106	103	103
50	CCN(c1ccccc1)S(=O)(=O)c1cccc(C(=O)O)c1	0	93	91	3	89	118	93	95
51	O=C(Cn1c(-c2cscn2)nc2ccccc21)Nc1ccccc1F	0	95	103	12	106	96	99	105
52	COc1ccccc1CNC(=O)CN(Cc1ccc(Cl)cc1)S(C)(=O)=O	3	92	114	-3	104	114	100	111
53	O=C(O)c1cccc(Cn2cccn2)c1	0	93	96	13	92	97	92	94
54	COc1ccc(/C=N/NC(=O)c2ccn[nH]2)cc1COc1ccc(Cl)cc1	2	91	103	15	91	114	92	103
55	Cc1ccccc1NC(=O)Nc1ccc(C(F)(F)F)cc1	7	102	94	-27	96	111	103	100
56	Nc1nc(CN2CCN(C(=O)c3ccco3)CC2)nc(Nc2cccc(Cl)c2)n1	0	95	88	3	92	95	97	97
57	CCCNS(=O)(=O)c1ccc(OCC(=O)N2CCOCC2)cc1	0	84	78	-7	84	95	115	93
58	O=C(O)C1CCCN1C(=O)Nc1ccccc1 (stereo not drawn)	0	98	98	-14	84	93	93	97
59	CS(=O)(=O)N(CC(=O)N1CCC(C(N)=O)CC1)c1ccc(Oc2ccccc2)cc1	0	u	98[may fluoresce violet]	-4	u	98	45*[may fluoresce violet]	255*[may fluoresce violet]
60	Cc1ccc(C(=O)NC(C)CCc2ccccc2)cc1S(=O)(=O)N1CCOCC1 (stereo not drawn)	2	99	93	-1	95	99	94	92

Continuation:
No.	SMILES	GRK2 inh	CIT2-GFP yeast	LAP4-GFP MLPCN	VLA-4 inh	AGP1-GFP MLPCN	Yeast superoxide	RPL19A-GFP yeast	MEP2-GFP yeast
61	CCCCc1nc2cc(C(=O)N3CCC[C@H]3CO)ccc2o1	0	97	97	-78	101	83	97	99
62	CN(C)c1ccc(NC(=O)/C=C/c2ccccc2Cl)cc1	0	103	91	15	88	100	104	108
63	COc1ccc(CCNC(=O)CC2SC(=Nc3cc(C)cc(C)c3)NC2=O)cc1OC (stereo not drawn)	3	104	100	4	97	116	103	96
64	Cc1ccc(C(=O)/C=C/N(C)C)cn1	2	87	101	12	97	91	98	91
65	O=C(OCC#CCSc1nnc(-c2cccc3ccccc23)o1)c1cccs1	3	92	86	8	95	85	97	94
66	C[N+](C)(C)CCCNC(=O)c1ccc(/C=N/O)nc1	0	100	93	-10	100	98	105	100
67	Cc1nnc(SCc2nnc(-c3ccccc3Br)o2)s1	4	104	109	3	110	92	110	101
68	CC(C)c1ccc(C2C(C(=O)c3ccco3)=C(O)C(=O)N2CCN2CCOCC2)cc1 (stereo not drawn)	4	98	96	18	94	97	98	100
69	CCOC(=O)CNC(=O)CSc1nnc(NC(=O)c2ccc(S(=O)(=O)N3CCOCC3)cc2)s1	4	95	85	3	107	115	95	101
70	CC1CCCC(C)N1S(=O)(=O)c1ccc(S(=O)(=O)N2CCOCC2)cc1 (stereo not drawn)	2	106	107	-1	98	103	112	107
71	Cc1ccccc1NC(=O)CSc1nnc(C)c2ccccc12	0	96	104	9	91	101	97	98
72	Cc1nc(-c2ccc(Cl)cc2)sc1C1(C)CC(c2ccc(F)cc2)=NO1 (stereo not drawn)	0	64	104	5	75	96	91	91
73	C[n+]1cccc(CNC(=O)/C=N/O)c1	1	101	106	15	101	93	98	125
74	CC12CN3CC(C)(CN(C1)C3c1cc3ccccc3[nH]1)C2=O (stereo not drawn)	0	98	92	-1	93	92	92	100
75	O=c1[nH]c2ccccc2c(O)c1-c1ccccc1[N+](=O)[O-]	0	102	99	11	100	100	98	101
76	COc1ccccc1C1CCN(Cc2ccccc2)CC1	0	107	95	-1	97	93	109	111
77	CCOC(=O)N1CCN(Cc2nc3c(c(=O)n(C)c(=O)n3C)n2Cc2ccc(F)cc2)CC1	3	104	105	7	100	91	102	113
78	CS(=O)(=O)N1N=C(c2ccc(Br)cc2)CC1c1cccs1 (stereo not drawn)	3	99	116	6	93	108	90	95
79	COc1ccccc1N1CCN(C2CCCN(C(=O)Cn3cccn3)C2)CC1 (stereo not drawn)	0	101	89	6	98	101	97	90
80	COc1ccc(CCN(C)C2CCCN(S(=O)(=O)N(C)C)C2)cc1OC (stereo not drawn)	2	103	90	3	94	96	98	107
81	O=C(CSc1ccc(-c2nc3ccccc3[nH]2)cn1)Nc1ccc2c(c1)OCCO2	0	99	100	-10	101	91	96	100
